UTI89 phage lysis: inhibition of K1F phage lysis, E. coli UTI89, bacterial capsule biogenesis inhibitors, alamar blue (AID 488966). inhibition, % at 100 µM, or IC50 in µM where a hit was titrated. hit rate 0.02% among 340,000. E. coli UTI89 K1F phage lysis, alamar blue, 2 h; higher % means a stronger effect;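 active = phage lysis inhibition, versus mean bacterial control, above a set limit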;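 note: capsule biogenesis inhibitors block K1F phage lysis so surviving cells raise fluorescence; higher fluorescence means more inhibition of phage lysis; actives were called in the ten point dose series up to 300 µM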
* = called active by the depositor; [ ] = remark or other dose. Only part of the results is shown; rates above refer to the full screens.

SMILES	UTI89 phage lysis
COc1ccc(Cc2nc3ccc(C(=O)NCCn4cccn4)cc3o2)cc1	0.3%
COc1ccc2oc(C(=O)OCC(=O)N(CC(C)C)c3c(N)n(Cc4ccccc4)c(=O)[nH]c3=O)c(C)c2c1	-0.8%
CCC1(c2ccccc2)NC(=O)N(CC(=O)Nc2ccccc2C(=O)N2CCCCC2)C1=O (stereo not given)	1.3%[50 µM]
CCOC(=O)C1C(c2ccc(C(=O)O)cc2)NC(=O)NC1(O)C(F)(F)F (stereo not given)	0.2%
O=C(CC1SC(N2CCCCC2)=NC1=O)Nc1cccc(C(=O)NCc2ccc(F)cc2)c1 (stereo not given)	1.1%[50 µM]
CN(C)c1ccc(C(c2ccc(N(C)C)cc2)C(O)c2ccccc2)cc1 (stereo not given)	1.6%
Cc1cc(C)cc(NC(=O)C2C3C=CC4(O3)C2C(=O)N(CCCN2CCCCC2)C4C(=O)NC2CCCCC2)c1 (stereo not given)	0.4%
C=CCN1CCC(=O)C(C(=O)OCC)=C1C(=O)OCC	0.0%
Cc1ccc(S(=O)(=O)N(C)C(C)CCc2ccco2)cc1 (stereo not given)	-0.1%[50 µM]
Cc1ccc(C(=O)NCC(=O)N2CCCC(C(F)(F)F)C2)s1 (stereo not given)	0.2%[50 µM]
CCCCNc1ccc(C(F)(F)F)cc1S(=O)(=O)NCCc1ccc(F)cc1	0.0%
COc1ccc(NC(=O)CCn2c(=O)c3cccn3c3ccccc32)cc1	0.2%
CN(C)S(=O)(=O)n1cc(/C=C(\NC(=O)c2ccccc2)C(=O)N2CCCC2)c2ccccc21	0.3%
CCCCN(CCCC)CCC(O)c1cc2c(Cl)cc(Cl)cc2c2cc(C(F)(F)F)ccc12 (stereo not given)	6.2%
COC(=O)[C@@]1(C)[C@H]2C(=O)N(Cc3ccccc3)C(=O)[C@H]2[C@H]2CN=C(SCc3ccccc3)N21	-0.1%
COc1ccccc1NS(=O)(=O)c1cn(C)cn1	-0.1%
Cc1ccccc1-c1nc(CS(=O)(=O)CC(=O)NCCc2ccccc2)c(C)o1	0.1%
CC(=O)c1c(C)n(-c2ccc(C)cc2)c2ccc(O)cc12	1.9%
CCCCN1C2CCCC1CC(NC(=O)c1cccc(Cl)c1)C2 (stereo not given)	0.0%
COc1ccc(NC(=O)CN(C)C(=O)c2ccccc2OC)cc1	1.0%[50 µM]
CN(CC(=O)Nc1ccccc1C(=O)NC1CC1)Cc1ccc(Cl)cc1	0.3%[50 µM]
COc1ccc(C(=O)Nc2cc(C)nn2-c2cccc(F)c2)cc1	0.0%
O=C(N/N=C/c1ccc([N+](=O)[O-])cc1)c1ccc(NS(=O)(=O)c2cccs2)cc1	-0.2%[50 µM]
C#CCOCCOCCOCCNc1nc(N2CCN(C(=O)CCCCCCCCCCNC(=O)Cn3cc(CCCCCN)nn3)CC2)nc(N2CCN(C(=O)CCCCCCCCCCNC(=O)[C@@H]([C@H](C)O)n3cc(C)nn3)CC2)n1	-0.4%
CSCCC(NC(=O)OCc1ccccc1)C(=O)NCc1cccnc1 (stereo not given)	-0.6%[50 µM]
COc1ccc(NC(=O)O/N=C/c2ccc(N(C)C)cc2)cc1	0.4%
Cc1cccc(NC(=O)Cn2cc(C=O)c3ccccc32)c1	0.1%
CCc1ccc2oc(C(=O)Nc3cccnc3)c(C)c2c1	0.3%
O=C(C[n+]1cc[nH]c1)c1ccc(Cl)cc1	0.2%
Cc1c(S(=O)(=O)Nc2cccc3ccccc23)c(=O)n(C)c(=O)n1C	0.8%[50 µM]
Cc1ccc(NC(=O)C2CCN(C(=O)c3cccs3)CC2)cc1	0.5%
Cc1cc(-c2ccccc2)n(-c2ccccc2)n1	-1.1%
COc1ccccc1C(=O)Nc1ccnn1C1CCN(CC2CC=CCC2)CC1 (stereo not given)	0.5%
CCCC(C)c1nnc(NC(=O)CCS(=O)(=O)Cc2ccccc2)s1 (stereo not given)	-0.7%
CCCCC(=O)Nc1ccc(S(=O)(=O)N2CCCCC2c2cccnc2)cc1 (stereo not given)	-0.1%
COc1ccc(-c2nc(NC(=O)c3c(C)noc3C)sc2C)cc1	0.9%[50 µM]
O=C(CCS(=O)(=O)c1ccccc1Cl)NC1CCCCCC1	0.6%[50 µM]
CC(=O)c1ccc(S(=O)(=O)NCC2(N3CCOCC3)CCCCC2)cc1	1.0%[50 µM]
O=C(CCC(=O)Nc1ccccc1)N/N=C/c1ccncc1	0.2%[50 µM]
O=C(CCCc1ccccc1)NCc1ccc2c(c1)OCO2	-1.6%
COc1cccc(NC(=O)c2ccccc2Br)c1	-1.5%
Cc1ccccc1CN1CCCOCCS1(=O)=O	3.6%
CN1CCN(C(=O)c2cc(Cl)ccc2NC(=O)c2ccc(Cl)cc2Cl)CC1	0.1%
CC(NC(=O)c1ccccc1Cl)c1ccc(-n2ccnc2)cc1 (stereo not given)	-0.1%
COc1ccccc1CNC(=O)CS(=O)Cc1nc(-c2ccc(OC)c(OC)c2)oc1C (stereo not given)	0.0%
O=C(c1cc(S(=O)(=O)N2CCOCC2)ccc1F)N(Cc1nnc(-c2ccccc2Cl)o1)C1CC1	0.8%[50 µM]
COc1ccc2c(c1)c(C(C)=O)c(C)n2-c1ccc(C(C)=O)cc1	0.2%
[N-]=[N+]=NC[C@H](c1ccccc1)N1CCN(Cc2ccccc2)CCC1=O	1.6%
O=C(NCCC(=O)N1CCC2(CC1)NCCc1[nH]cnc12)c1cccc(Br)c1	0.4%
Cc1cc([N+](=O)[O-])ccc1P(=O)(O)c1ccc([N+](=O)[O-])cc1C	1.5%
CSc1ccccc1NC(=O)c1cnc2sc(C)cn2c1=O	1.6%[50 µM]
Fc1cc(F)cc(-c2c(-c3ccccc3)ncc3ccc(F)cc23)c1	0.3%
CC(=O)c1cccc(NC(=O)NC2CC(=O)N(c3ccc4c(c3)OCCO4)C2)c1 (stereo not given)	1.3%[50 µM]
COc1ccc(C(C)=O)c(Oc2ccc(S(=O)(=O)N3CCOCC3)cn2)c1	0.5%[50 µM]
COc1ccccc1CCNC(=O)CN1C(=O)NC2(CCCC2)C1=O	0.5%
CC(=O)c1cccc(NC(=O)CC2CCCC2)c1	-1.5%
CCc1ccc(NC(=O)COC(=O)c2nc3nc(C)cc(C)n3n2)cc1	0.9%[50 µM]
O=C1C(Cc2ccccc2)Nc2ncnc(N3CCCCC3)c2N1Cc1ccc(Br)cc1 (stereo not given)	0.3%
CN(C)c1ccc(C(=O)C(=O)c2ccccc2)cc1	0.2%
Cc1ccccc1NC(=O)NC1(C(=O)N2CCC(O)CC2)CCCCC1	0.2%
Additional structures
SMILES	UTI89 phage lysis
COc1ccc(C)cc1Nc1nc(N)c2cc(OC)c(OC)cc2n1	-0.1%
CC1CCCCN1C(=O)CSc1nc2c(c(=O)n(C)c(=O)n2C)n1C (stereo not given)	0.4%
CC[C@]12c3[nH]c4ccccc4c3CCN1C(=O)C(CC(=O)NC/C=C(\C)CCC=C(C)C)C[C@@H]2C(=O)N1CCN(C(=O)C2CC2)CC1 (stereo not given in full)	0.1%
NC(=NCCc1ccccc1)NS(=O)(=O)c1ccccc1F	0.2%
CC1CCN(CC(O)COc2ccc(-c3ccccc3)cc2)CC1 (stereo not given)	0.0%
Cn1c(N2CCCC2)nc2c1c(=O)[nH]c(=O)n2C	0.2%
COc1ccc(CN(CC(=O)NC2CCCCC2)C(=O)CCC(=O)Nc2nccs2)cc1	0.3%
CCN(CC(=O)Nc1ccccc1OC)C(=O)CN1C(=O)NC2(CCCC2)C1=O	1.1%[50 µM]
O=C(N/N=C/c1ccc(Cl)cc1)c1ccc2c(c1)OCO2	-1.4%[50 µM]
CCCc1cc(=O)oc2c3c(cc(OCC(=O)NCC4CCC(C(=O)O)CC4)c12)OC(C)(C)CC3 (stereo not given)	3.2%
COc1cccc(CN(C)C(=O)CC23CC4CC(CC(C4)C2)C3)c1OC	0.0%
CC1(C)Cc2ccccc2-c2nc(NN)[nH]c(=O)c21	0.5%
CCN(C(=O)C1CC1)C1CCS(=O)(=O)C1 (stereo not given)	-1.3%
CC(C)(C)OC(=O)N(CCc1ccccc1)Cc1ccc(OCc2cccc(NC(=O)C3CC3)c2)cc1	-0.1%
CCN(CCO)c1ncnc2onc(-c3ccc(F)cc3)c12	0.1%
O=[N+]([O-])c1ccc(N2CCN(Cc3ccccc3)CC2)s1	1.9%[50 µM]
COc1ccc(-c2c(C#Cc3ccsc3)c3cc(-c4ccc(OC)nc4)ccc3n2C)cc1	0.5%
Brc1ccc(OCCN2CCOCC2)cc1	0.0%
O=C(c1cc2ccccc2cc1O)N1CCN(c2cccc(Cl)c2)CC1	-1.2%[50 µM]
CCOC(=O)Cc1csc(SC(C)C(=O)NC2CCCCC2C)n1 (stereo not given)	-1.0%

A second format for 6 compounds above.
| compound | UTI89 phage lysis |
| --- | --- |
| CC(C)(C)OC(=O)N(CCc1ccccc1)Cc1ccc(OCc2cccc(NC(=O)C3CC3)c2)cc1 | -0.1% |
| CCN(CCO)c1ncnc2onc(-c3ccc(F)cc3)c12 | 0.1% |
| O=[N+]([O-])c1ccc(N2CCN(Cc3ccccc3)CC2)s1 | 1.9%[50 µM] |
| COc1ccc(-c2c(C#Cc3ccsc3)c3cc(-c4ccc(OC)nc4)ccc3n2C)cc1 | 0.5% |
| Brc1ccc(OCCN2CCOCC2)cc1 | 0.0% |
| O=C(c1cc2ccccc2cc1O)N1CCN(c2cccc(Cl)c2)CC1 | -1.2%[50 µM] |

More results follow.
SMILES	UTI89 phage lysis
CC1=C(C(=O)Nc2cc(C(=O)N(C)Cc3ccccc3)ccc2C)SCCO1	0.3%
CCCCOc1ccccc1C(=O)N(Cc1ccco1)C1CCS(=O)(=O)C1 (stereo not given)	0.8%
COc1ccc(C(=O)NCCc2nnc3ccc(SCC(=O)NCCc4ccc(OC)c(OC)c4)nn23)cc1	1.1%[50 µM]
Cc1onc(C(=O)N2CCC(Cc3ccccc3)CC2)c1[N+](=O)[O-]	0.1%
COc1ccccc1C(=O)NC(=O)Nc1cccc(Cl)c1	0.1%
CC(NC(=O)CSC(=S)N1CCCC1)c1ccc(S(N)(=O)=O)cc1 (stereo not given)	0.5%[50 µM]
COC(=O)c1ccc(-n2c(CCC(=O)O)ccc2-c2ccccc2)cc1	0.0%
CCN(C(=O)COC(=O)CCC1CCCC1)c1c(N)n(Cc2ccccc2)c(=O)[nH]c1=O	0.7%[50 µM]
CCCCN(C(=O)c1ccco1)C1CCS(=O)(=O)C1 (stereo not given)	0.5%[50 µM]
CSc1ncc(CN2CCC(C(=O)Nc3cccc(-c4cscn4)c3)CC2)cn1	0.0%
COc1cccc(N2C(=O)Nc3ccc(Br)cc3C2(O)C(=O)NCCCOC(C)C)c1 (stereo not given)	0.1%
COc1ccc(NC(=O)COc2ccc(N(C)S(=O)(=O)c3ccc(Cl)cc3)cc2)cc1	0.0%[50 µM]
CC(C)(C)[C@H]1C=C(C(=O)NCc2ccccc2)O[C@@H](OCCCCO)C1	1.0%
O=C(O)CSCc1nc2cccnc2n1C1CCCCC1	0.0%
CC1CCN(c2ccc3c(c2)S(=O)(=O)c2cccc(C(=O)NC4CC4)c2C3=O)CC1	0.1%
CC(=O)Nc1ccc(NC(=O)CSc2nnnn2-c2ccc(F)cc2)cc1	-0.2%
O=C(CNCCc1ccc(F)cc1)Nc1cc(F)ccc1F	0.1%
CS(=O)(=O)c1ccc(-c2nnc(NC(=O)c3ccco3)o2)cc1	1.0%[50 µM]
CCOc1ccc(C(=O)NCc2ccco2)cc1OC	0.1%
CC(C)c1ccc(N(C(=O)c2snc(C(N)=O)c2N)C(C(=O)NCC2CCCO2)c2ccc(N(C)C)cc2)cc1 (stereo not given)	-0.5%

The closing five entries of the part above lead into the next:
SMILES	UTI89 phage lysis
CC(=O)Nc1ccc(NC(=O)CSc2nnnn2-c2ccc(F)cc2)cc1	-0.2%
O=C(CNCCc1ccc(F)cc1)Nc1cc(F)ccc1F	0.1%
CS(=O)(=O)c1ccc(-c2nnc(NC(=O)c3ccco3)o2)cc1	1.0%[50 µM]
CCOc1ccc(C(=O)NCc2ccco2)cc1OC	0.1%
CC(C)c1ccc(N(C(=O)c2snc(C(N)=O)c2N)C(C(=O)NCC2CCCO2)c2ccc(N(C)C)cc2)cc1 (stereo not given)	-0.5%
CCOc1cc(/C=C2\C(=N)N3N=C(C)SC3=NC2=O)ccc1OCCOc1cccc(OC)c1	0.2%
O=C(Nc1cccnc1Cl)c1cc2c(s1)-c1ccccc1OC2	0.1%
O=C(c1n[nH]c(=O)c2ccccc12)N1CCN(S(=O)(=O)c2ccccc2Cl)CC1	-1.4%
CC1(c2ccccc2)NC(=O)N(CC(=O)Nc2ccc(N3CCOCC3)cc2N2CCOCC2)C1=O (stereo not given)	3.7%[50 µM]
O=C(Nc1ccc(Cc2ccncc2)cc1)c1ccc([N+](=O)[O-])o1	-2.7%
Cc1sc2ncnc(SCC(=O)N3CCOCC3)c2c1C	0.0%[50 µM]
COc1cccc(OC)c1OCCCN1CCC(Cc2ccccc2)CC1	2.9%
CC(C)(C)n1cnc2cc(NC(=O)c3ccc(Cl)cc3)ccc21	-0.1%
CC(C)c1ccc(-n2nnnc2SCC(=O)NC2CC2)cc1	-0.7%
C[C@@H](NS(=O)(=O)c1cc(Cl)ccc1F)[C@H](O)c1ccccc1	0.2%
O=C(CCN1C(=O)C2CC=CCC2C1=O)Nc1ccc(S(=O)(=O)N2CCCCC2)cc1 (stereo not given)	0.9%[50 µM]
S=c1[nH]nc(C2CCCCC2)n1/N=C/c1ccc(Br)cc1	0.1%
CCC1(c2ccccc2)NC(=O)N(CC(=O)NC2CCCCCC2)C1=O (stereo not given)	1.0%[50 µM]
Cc1cccc(NC(=O)[C@@H]2CCCN2C(=O)OC(C)(C)C)c1	-0.1%

Random excerpt: two compounds from above.
SMILES	UTI89 phage lysis
Cc1cccc(NC(=O)[C@@H]2CCCN2C(=O)OC(C)(C)C)c1	-0.1%
CC(C)(C)n1cnc2cc(NC(=O)c3ccc(Cl)cc3)ccc21	-0.1%

Screening data deposited in PubChem by Southern Research Specialized Biocontainment Screening Center.
